Screens as filed in PubChem.
PREPL inh = inhibitors of human prolyl oligopeptidase-like enzyme PREPL; Q4J6C6; recombinant PREPL, fluorescence polarization activity-based probe; inhibition, % at 5.96 µM; hit rate 0.68% among 320,000; in the data active = inhibition above about 43%;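 also: 0% = enzyme with DMSO and 100% = wells lacking enzyme; many of its hits are not listed in these tables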
PAFAH1B3 FP inh = inhibitors of human PAFAH1B3; Q15102; recombinant PAFAH1B3, FP-rhodamine probe, fluorescence polarization; inhibition, % at 3.39 µM; hit rate 0.28% among 340,000;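 active = inhibition above the screen-wide average of all tested compounds plus 3 SD, cut at about 25% in these data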;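 also: 0% = enzyme with DMSO only and 100% = wells lacking PAFAH1B3 protein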
Target sequence (Q15102 whole entry, looked up): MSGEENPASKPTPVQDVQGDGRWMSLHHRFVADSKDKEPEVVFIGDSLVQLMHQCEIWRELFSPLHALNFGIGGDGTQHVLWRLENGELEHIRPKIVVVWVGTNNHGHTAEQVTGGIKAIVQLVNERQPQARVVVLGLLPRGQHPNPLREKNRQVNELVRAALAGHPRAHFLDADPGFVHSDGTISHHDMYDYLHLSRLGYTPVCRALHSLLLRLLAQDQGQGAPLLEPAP
pPAFAH FP inh = pPAFAH (human) enzyme inhibition; recombinant pPAFAH, FP-rhodamine probe fluorescence polarization; inhibition, % at 3.39 µM; hit rate 1.5% among 330,000; Q13093;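 active = inhibition above the mean inhibition across the screen plus 3 SD, cut at about 25% in these data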;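 also: inhibitors block binding of the rhodamine activity-based probe so polarization drops; 0% = enzyme with DMSO and 100% = wells lacking pPAFAH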
LYPLA2 inh = LYPLA2 (human) inhibition in PME1 counter-screen. inhibition, % at 5.9 µM. hit rate 0.38% among 320,000. AID 2177. recombinant LYPLA2, FP-Rh probe fluorescence polarization;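 active = inhibition above the screen-wide mean plus 3 SD, limit set per campaign, cut at about 26% in these data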;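 also: 0% = LYPLA2 with DMSO and 100% = wells lacking LYPLA2 enzyme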
Target sequence (O95372 whole entry, looked up): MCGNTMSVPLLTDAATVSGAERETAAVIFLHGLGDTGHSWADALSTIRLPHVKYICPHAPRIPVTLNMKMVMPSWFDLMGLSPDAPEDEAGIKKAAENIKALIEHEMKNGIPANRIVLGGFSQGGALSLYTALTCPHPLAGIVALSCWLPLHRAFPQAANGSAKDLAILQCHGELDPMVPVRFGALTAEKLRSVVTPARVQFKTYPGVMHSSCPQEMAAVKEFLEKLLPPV
PME-1 primary = blocks human protein phosphatase methylesterase 1. Q9Y570. recombinant PME-1, FP-Rh probe fluorescence polarization. inhibition, % at 5.9 µM. hit rate 0.53% among 320,000;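 active = inhibition above the campaign mean of all compounds plus 3 SD, cut at about 26% in these data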;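 also: competitive labeling of PME-1 active site by serine hydrolase directed probe; 0% = PME-1 with DMSO and 100% = wells lacking PME-1 enzyme; inhibitors block probe labeling so polarization falls and inhibition rises; many of its hits are not listed in these tables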
LYPLA1 inh = LYPLA1 (human) inhibition in PME1 counter-screen. AID 2174. hit rate 0.16% among 320,000. recombinant LYPLA1, FP-Rh probe fluorescence polarization. O75608. inhibition, % at 5.9 µM;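 active = inhibition above the mean of all tested compounds plus 3 SD, set per campaign, cut at about 14% in these data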;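 also: inhibitors block serine hydrolase probe labeling of LYPLA1 so polarization falls; 0% = enzyme with DMSO and 100% = wells lacking LYPLA1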
GSTO1 counter = blocks human GSTO1 in RBBP9 counter-screen; P78417; recombinant GSTO1, activity-based probe fluorescence polarization; inhibition, % at 5.96 µM; hit rate 1.1% among 300,000; AID 1974;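 active = inhibition above the campaign mean inhibition plus 3 SD, cut at about 35% in these data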;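 also: 0% = GSTO1-1 with DMSO and 100% = wells lacking GSTO1-1 enzyme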
Target sequence (P78417 whole entry, looked up): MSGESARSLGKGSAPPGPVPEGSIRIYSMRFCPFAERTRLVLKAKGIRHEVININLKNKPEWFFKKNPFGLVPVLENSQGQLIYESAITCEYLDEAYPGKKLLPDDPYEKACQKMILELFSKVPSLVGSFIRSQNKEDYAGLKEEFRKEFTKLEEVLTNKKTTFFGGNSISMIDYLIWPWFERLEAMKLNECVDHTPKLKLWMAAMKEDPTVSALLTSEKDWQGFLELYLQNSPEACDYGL
PAFAH1B2 inh = blocks human PAF acetylhydrolase 1b catalytic subunit 2 | inhibition, % at 3.39 µM | recombinant PAFAH1B2, FP-rhodamine activity probe, fluorescence polarization | hit rate 1.2% among 340,000 | P68402;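 active = inhibition above the mean of all tested compounds plus 3 SD, cut at about 24% in these data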;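 also: 0% = enzyme with DMSO and 100% = wells lacking PAFAH1B2; many of its hits are not listed in these tables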
PAD4 inh = inhibitors of human PAD4 | AID 485272 | recombinant PAD4, RCA probe fluorescence polarization | hit rate 0.41% among 330,000 | Q9UM07 | inhibition, % at 6.36 µM;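 active = percent inhibition above a cutoff equal to the mean of all tested compounds plus 3 SD, cut at about 15% in these data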;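 also: 0% = PAD4 with RCA probe and DMSO and 100% = probe without PAD4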
Numbers without * were called inactive; · = not tested or not shown.

1	CCOC(=O)C1CCCN(CCC(C)c2ccccc2)C1 (stereo unspecified)
2	COc1cccc(OCC(=O)Nc2ccc(OC)c(OC)c2)c1
3	Cc1c(NC(=O)C2CCN(S(=O)(=O)c3ccccc3)CC2)c(=O)n(-c2ccccc2)n1C
4	CC(=O)Nc1ccc(NC(=O)c2ccco2)cc1
5	Cc1ccc(S(=O)(=O)N(C)c2c(C)ccc(S(=O)(=O)NC(C)(C)C)c2C)cc1
6	O=C(NCc1ccco1)C(C(=O)c1ccc(F)cc1)n1ccccc1=O (stereo unspecified)

Compound | 1 | 2 | 3 | 4 | 5 | 6
PREPL inh | 1 | -2 | 7 | -11 | -9 | 3
PAFAH1B3 FP inh | 2 | 3 | 3 | 6 | · | 4
pPAFAH FP inh | 4 | -3 | -2 | 1 | -1 | 8
LYPLA2 inh | -5 | 2 | 7 | 5 | -1 | -4
PME-1 primary | 0 | -2 | -2 | 0 | 0 | 0
LYPLA1 inh | -2 | 0 | 0 | 2 | -3 | 3
GSTO1 counter | -1 | -3 | 8 | 0 | 5 | 4
PAFAH1B2 inh | 4 | 2 | 5 | 7 | · | 3
PAD4 inh | 4 | 3 | 1 | -4 | -5 | -3

7	O=C(N/N=C\c1cccnc1)C1c2ccccc2Oc2ccccc21
8	C=CCn1c(SCCN2C(=O)c3ccccc3C2=O)nc2scc(-c3ccccc3)c2c1=O
9	CN(C)C(CNC(=O)C1CCN(S(=O)(=O)c2cccc(Cl)c2Cl)CC1)c1ccccc1 (stereo unspecified)
10	COCC(=O)N=Nc1c(O)[nH]c2ccccc12
11	NC(=O)CSc1nnc(-c2ccncc2)n1CCc1ccccc1
12	CC(=O)c1ccc(-n2c(-c3cc(-c4ccsc4)n[nH]3)n[nH]c2=S)cc1

Compound | 7 | 8 | 9 | 10 | 11 | 12
PREPL inh | -5 | 7 | 1 | -2 | 11 | -4
PAFAH1B3 FP inh | 8 | 4 | 19 | 1 | 0 | 2
pPAFAH FP inh | -7 | 9 | 3 | 3 | -1 | 6
LYPLA2 inh | -8 | 13 | -2 | 3 | -4 | 5
PME-1 primary | -1 | -1 | 1 | 6 | 1 | -1
LYPLA1 inh | -2 | 2 | -1 | 1 | 0 | 1
GSTO1 counter | -10 | -6 | -2 | -7 | -1 | 2
PAFAH1B2 inh | 3 | -6 | 5 | -3 | -2 | 3
PAD4 inh | -2 | -3 | 9 | -7 | -3 | 1

13	CCOC(=O)CC(NC(=O)c1cc2cccc(OC)c2oc1=O)c1cccc([N+](=O)[O-])c1 (stereo unspecified)
14	Cc1ccc(NC(=O)[C@@H](NC(=O)c2cccc(S(=O)(=O)N3CCOCC3)c2)C(C)C)cc1C
15	S=C(Nc1cccc(Cl)c1)N(CCCN1CCCC1)Cc1cccn1Cc1ccc(Cl)cc1
16	O=c1[nH]c(CSc2nnnn2-c2ccccc2)nc2ccccc12
17	CCCOc1ccc(-c2nn(-c3ccccc3)cc2/C=C2\SC(N)=NC2=O)cc1C
18	COc1cc(C(=S)N2CCN(c3cccc(Cl)c3)CC2)ccc1O

Compound | 13 | 14 | 15 | 16 | 17 | 18
PREPL inh | -1 | -9 | 1 | -21 | -3 | 15
PAFAH1B3 FP inh | 7 | 10 | 1 | 4 | -7 | 10
pPAFAH FP inh | 1 | -7 | 2 | 0 | -1 | 5
LYPLA2 inh | 0 | -2 | -4 | 0 | -4 | 21
PME-1 primary | -2 | -5 | 0 | -3 | -7 | -1
LYPLA1 inh | 2 | 5 | -2 | -5 | -5 | 1
GSTO1 counter | -5 | -1 | -2 | 2 | -1 | 14
PAFAH1B2 inh | 2 | 3 | -4 | 6 | -4 | -3
PAD4 inh | -2 | 1 | 0 | -1 | -3 | -3

Reformatted: results already given
Second line of a record: PREPL inh	PAFAH1B3 FP inh	pPAFAH FP inh	LYPLA2 inh	PME-1 primary	LYPLA1 inh	GSTO1 counter	PAFAH1B2 inh	PAD4 inh
5. Cc1ccc(S(=O)(=O)N(C)c2c(C)ccc(S(=O)(=O)NC(C)(C)C)c2C)cc1
 : -9	·	-1	-1	0	-3	5	·	-5
6. O=C(NCc1ccco1)C(C(=O)c1ccc(F)cc1)n1ccccc1=O (stereo unspecified)
 : 3	4	8	-4	0	3	4	3	-3
7. O=C(N/N=C\c1cccnc1)C1c2ccccc2Oc2ccccc21
 : -5	8	-7	-8	-1	-2	-10	3	-2
8. C=CCn1c(SCCN2C(=O)c3ccccc3C2=O)nc2scc(-c3ccccc3)c2c1=O
 : 7	4	9	13	-1	2	-6	-6	-3
9. CN(C)C(CNC(=O)C1CCN(S(=O)(=O)c2cccc(Cl)c2Cl)CC1)c1ccccc1 (stereo unspecified)
 : 1	19	3	-2	1	-1	-2	5	9
10. COCC(=O)N=Nc1c(O)[nH]c2ccccc12
 : -2	1	3	3	6	1	-7	-3	-7
11. NC(=O)CSc1nnc(-c2ccncc2)n1CCc1ccccc1
 : 11	0	-1	-4	1	0	-1	-2	-3
12. CC(=O)c1ccc(-n2c(-c3cc(-c4ccsc4)n[nH]3)n[nH]c2=S)cc1
 : -4	2	6	5	-1	1	2	3	1
13. CCOC(=O)CC(NC(=O)c1cc2cccc(OC)c2oc1=O)c1cccc([N+](=O)[O-])c1 (stereo unspecified)
 : -1	7	1	0	-2	2	-5	2	-2
14. Cc1ccc(NC(=O)[C@@H](NC(=O)c2cccc(S(=O)(=O)N3CCOCC3)c2)C(C)C)cc1C
 : -9	10	-7	-2	-5	5	-1	3	1
15. S=C(Nc1cccc(Cl)c1)N(CCCN1CCCC1)Cc1cccn1Cc1ccc(Cl)cc1
 : 1	1	2	-4	0	-2	-2	-4	0
16. O=c1[nH]c(CSc2nnnn2-c2ccccc2)nc2ccccc12
 : -21	4	0	0	-3	-5	2	6	-1

Next part:
19	CN(NC(=O)C1CC(=O)N(c2ccccc2)C1)C1=NS(=O)(=O)c2ccccc21 (stereo unspecified)
20	COCC(C)N1CCC(Oc2cccc(C(=O)NCCc3ccccc3)c2)CC1 (stereo unspecified)
21	O=C1NC(NS(=O)(=O)c2ccccc2)(C(F)(F)F)C(=O)N1c1cccc(Cl)c1 (stereo unspecified)
22	CC(NC(=O)c1ccc(Br)cc1)c1ccccc1 (stereo unspecified)
23	CC(NC(=O)COC(=O)c1nc(Cl)ccc1Cl)c1ccccc1 (stereo unspecified)
24	O=C(Nc1ccccc1Cl)C1CCCN(S(=O)(=O)c2ccc(-n3cnnn3)cc2)C1 (stereo unspecified)
25	CCCc1cc(=O)oc2cc(OCC(=O)Nc3ccc(S(N)(=O)=O)cc3)ccc12
26	Cc1ccc(C(C[N+](=O)[O-])c2c(N)n(C)c(=O)n(C)c2=O)cc1 (stereo unspecified)

Compound | 19 | 20 | 21 | 22 | 23 | 24 | 25 | 26
PREPL inh | -4 | 14 | -7 | 14 | 1 | -5 | -12 | 0
PAFAH1B3 FP inh | 9 | 5 | 2 | 7 | 4 | 4 | -40 | 2
pPAFAH FP inh | -1 | -2 | -6 | 4 | 15 | 5 | 0 | 1
LYPLA2 inh | -5 | -12 | -12 | 6 | · | -3 | -24 | 5
PME-1 primary | 1 | -1 | -3 | 1 | · | 1 | -39 | -2
LYPLA1 inh | 0 | 0 | -2 | -4 | · | -1 | -7 | 4
GSTO1 counter | 5 | 7 | 1 | 2 | · | -2 | -29 | 2
PAFAH1B2 inh | 3 | 2 | 5 | 4 | 3 | 8 | -23 | 1
PAD4 inh | -2 | -2 | -3 | -3 | -2 | -1 | -14 | -3

Not all compounds are listed; rates above refer to the full screens.
